EPAC1 antagonist: qHTS for Antagonist of cAMP-regulated guanine nucleotide exchange factor 3 (EPAC1): primary screen | EPAC1 GEF assay, Rap1b-BODIPY-GDP exchange fluorescence | 0.14% of 360,000 active | Potency, µM (doses to about 115 µM), without a hit: at the highest dose activity change, negative = inhibition, most hits filed as inhibitors | Rap guanine nucleotide exchange factor 3 (Homo sapiens), O95398;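 also: potency is read from the fitted curve at half-maximal effect; plate controls were vehicle for no effect and positive control for full effect; nearly all actives have a fitted effect of over 50% in size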
aSyn yeast inh: qHTS of alpha-syn Inhibitors. Yeast expressing alpha-synuclein, growth rescue, BacTiter-Glo, 24 h. Potency, µM (doses to about 46.1 µM), for inactives: at the top dose growth rescue (activation), hits mostly activators. 0.14% of 370,000 active; also: potency is read from the fitted curve at half-maximal effect; % of control where 0% means no effect; nearly all actives have a fitted effect of over 65% in size
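Rescue of yeast growth: cells expressing toxic alpha-synuclein, induced in galactose at OD600 0.02, incubated with compound 24 h at 30 C. ATP luminescence quantified growth; inhibitors of toxicity appear as activators.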
PLK1 PBD inh: qHTS for Inhibitors of PLK1-PDB (polo-like kinase 1 - polo-box domain): Primary Screen. Plk1 PBD binding of FITC phosphopeptide, fluorescence polarization. Potency, µM, without a hit: max response, negative = inhibition, usual class: inhibitors. AID 720504, 2013. Serine/threonine-protein kinase PLK1 (Homo sapiens), P53350. 2.8% of 360,000 active; also: potency is read from the fitted curve at half-maximal effect; series mostly up to about 57 µM; % is scaled to controls: 0 for no effect and ±100 for the full control effect; nearly all actives have a fitted effect of over 65% in size
Target sequence (P53350 whole entry, looked up, the tested form may be a part): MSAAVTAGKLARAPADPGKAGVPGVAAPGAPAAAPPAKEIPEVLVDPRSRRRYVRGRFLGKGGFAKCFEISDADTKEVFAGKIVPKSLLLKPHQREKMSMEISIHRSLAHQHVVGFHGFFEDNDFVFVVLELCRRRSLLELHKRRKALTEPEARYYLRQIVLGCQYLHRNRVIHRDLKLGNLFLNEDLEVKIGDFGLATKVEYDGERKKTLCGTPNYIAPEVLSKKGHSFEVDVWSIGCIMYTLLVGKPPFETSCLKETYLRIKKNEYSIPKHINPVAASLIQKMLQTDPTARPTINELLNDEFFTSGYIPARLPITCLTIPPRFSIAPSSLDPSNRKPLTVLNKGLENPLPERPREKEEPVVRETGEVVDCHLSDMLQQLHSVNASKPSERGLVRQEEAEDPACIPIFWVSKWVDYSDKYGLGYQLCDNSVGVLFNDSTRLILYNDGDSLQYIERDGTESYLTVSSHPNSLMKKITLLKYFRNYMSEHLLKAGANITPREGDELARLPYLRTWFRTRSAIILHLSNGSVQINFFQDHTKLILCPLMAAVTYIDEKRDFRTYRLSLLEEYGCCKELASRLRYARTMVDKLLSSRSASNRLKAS
PI5P4K alpha inh: qHTS for Inhibitors of phosphatidylinositol 5-phosphate 4-kinase (PI5P4K). Phosphatidylinositol 5-phosphate 4-kinase type-2 alpha (Homo sapiens), P48426. PI5P4Kalpha enzyme, ADP-Glo luminescence, 60 min; hits give low values. max response, %. 1.2% of 330,000 active; active = max response of -50% or lower; inconclusive = between -30% and -50%; inactive = -30% or higher; also: value at the top dose of about 77 µM; % is scaled to controls: 0 for no effect and ±100 for the full control effect
Target sequence (P48426 whole entry, looked up): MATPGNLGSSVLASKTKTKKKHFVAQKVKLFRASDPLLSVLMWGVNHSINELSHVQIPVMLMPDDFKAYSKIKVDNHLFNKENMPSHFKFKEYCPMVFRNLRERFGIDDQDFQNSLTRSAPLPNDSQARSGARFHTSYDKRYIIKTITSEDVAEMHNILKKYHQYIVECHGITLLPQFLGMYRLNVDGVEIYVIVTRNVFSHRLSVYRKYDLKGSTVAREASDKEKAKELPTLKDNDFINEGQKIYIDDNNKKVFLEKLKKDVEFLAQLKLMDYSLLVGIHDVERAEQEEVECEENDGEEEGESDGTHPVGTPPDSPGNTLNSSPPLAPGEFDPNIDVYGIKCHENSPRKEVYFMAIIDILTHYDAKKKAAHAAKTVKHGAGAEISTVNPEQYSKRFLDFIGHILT
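Single end-point luminescence (ADP-Glo) quantified ADP from PI5P4Kalpha turnover; ATP 5 microM final, 1 h at RT, 0.1% CHAPS and 0.28 mM EGTA in HEPES pH 7.4.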
WRN helicase inh: qHTS for Inhibitors of WRN Helicase | Bifunctional 3'-5' exonuclease/ATP-dependent helicase WRN (Homo sapiens), Q14191 | WRN helicase unwinding, fluorescent forked duplex, kinetic | Potency, µM (doses to about 114 µM), for the others: at the top dose activity change, negative = inhibition, most hits filed as inhibitors | 0.46% of 360,000 active | AID 651768, 2012; also: potency is read from the fitted curve at half-maximal effect; % is scaled to controls: 0 for no effect and ±100 for the full control effect; nearly all actives have a fitted effect of over 55% in size
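WRN at 20 nM final was preincubated with compound for 15 min at room temperature; reaction started with 100 nM forked duplex oligonucleotide carrying fluorophore and quencher plus 2 mM ATP (final). Unwinding followed kinetically by red fluorescence (ex 525/em 598 nm).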
EPAC1 ag: qHTS for Agonist of cAMP-regulated guanine nucleotide exchange factor 3 (EPAC1): primary screen | EPAC1 agonist qHTS, biochemical assay; response scale: 100% = response to 6.5 mM cAMP | Potency, µM (titrated, usually from 154 µM), without a hit: at the top dose activation, hits mostly activators | 0.073% of 360,000 active; also: potency is read from the fitted curve at half-maximal effect; nearly all actives have a fitted effect of over 60% in size
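Multi-concentration qHTS readout: loss of Rap1B-bound BODIPY-GDP fluorescence driven by 100 nM EPAC1 with excess GDP (50 uM), monitored kinetically at room temperature; agonist response expressed relative to 6.5 mM cAMP.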
Abeta yeast res: qHTS for compounds that reverse cellular toxicity of Amyloid beta (A-beta) peptide in yeast: Primary Screen. yeast expressing A-beta42, growth rescue, OD600, 48 h; response scale: 0% DMSO, 100% iron-clioquinol control. Potency, µM (titrated, usually from 46.1 µM), inactives show at the highest dose growth rescue, actives largely listed as activators. 0.063% of 410,000 active. AID 1347071, 2019; also: potency is read from the fitted curve at half-maximal effect; nearly all actives have a fitted effect of over 55% in size
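Growth rescue measured by 600 nm absorbance after 48 h yeast culture at 30 C with compound. Values normalized between DMSO and an equimolar ferric chloride plus clioquinol control.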
FUS suppressor: qHTS for Suppressors of FUS Proteinopathy: Primary screen using FUS-linked yeast assay. 0.24% of 390,000 active. Potency, µM (series often up to 76.6 µM), without a hit: at the top dose growth rescue (activation), usual class: activators. S. cerevisiae FUS-expressing, growth rescue, OD600, 24 h. AID 1347120, 2019;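 also: potency is read from the fitted curve at half-maximal effect; plate controls were DMSO vehicle for no effect and reference control for full effect; nearly all actives have a fitted effect of over 55% in size; some results filed as inactive show a strong effect at the top dose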
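Yeast expressing FUS under galactose induction, OD 0.005 in 2% galactose medium; compounds in a dilution series, 24 h at 30C. Growth rescue by absorbance at 600 nm; CP55940 positive control, DMSO negative.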
IL2 activator: qHTS of IL-2 Activators; activation, % (series mostly up to about 46 µM); IL-2 activation reporter assay, cell-based qHTS; stimulated with anti-CD3/CD4/CD28 beads; in transgenic mouse T cells; AID 652025, 2013; 0.065% of 360,000 active; in the data active = activation above about 50%; inconclusive = mostly about 30% to 49%; also: 0% is about no effect
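EGFP and DsRed fluorescence is measured by plate cytometry in unstimulated transgenic mouse T cells exposed to compound for 60 minutes, then stimulated 18 hours at 37 degrees C with anti-CD3/anti-CD4 beads plus anti-CD28.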
The depositor's hits bear a star; ? = inconclusive; / = no result given; [ ] = remark or other dose. Unless noted, calls follow the shape of the dose curve; as a rule, active = well fitted curve in the direction sought with a large enough effect; inconclusive = small, poorly fitted or top-dose-only effect, or another doubt; inactive = no such curve, though single readings can be large; an effect the other way counts as inactive or inconclusive.

Every second line gives: EPAC1 antagonist	aSyn yeast inh	PLK1 PBD inh	PI5P4K alpha inh	WRN helicase inh	EPAC1 ag	Abeta yeast res	FUS suppressor	IL2 activator
> Cc1cc(C)n(C(=O)c2ccc([N+](=O)[O-])c(Cl)c2)n1
    5.1%	2.8%	-5.8%	1.4	-6.4%	0.2%	-3.7%	-12.7%	1.1
> CC(C)(O)CNC(=O)C(Cc1ccccc1)N1C(=O)c2ccccc2C1=O (stereo not given)
    2.9%	-0.6%	6.2%	7.6	-2.9%	-2.6%	7.3%	-9.3%	-0.3
> COc1ccccc1C(=O)NNC(=O)c1ccc(NC(=O)C(C)C)cc1
    -15.4%	-8.1%	-1.2%	-4.9	-33.5%	-0.6%	6.1%	3.8%	9.5
> CCn1c(O)c(C2=c3ccccc3=NC2=O)c2cc(Br)ccc21
    -3.1%	-3.5%	-17.2%	0.3	-2.9%	-2.3%	-26.0%	-11.7%	-0.8
> O=[N+]([O-])c1cccc(/C=N/n2c(COc3ccccc3)n[nH]c2=S)c1
    -3.5%	22.5%	?	/	-1.9%	9.6%	18.2%	23.9%	0.5
> O=C(c1cccc(-n2cccc2)c1)N1CCN(S(=O)(=O)c2c(F)cccc2F)CC1
    -16.4%	3.8%	-13.3%	-28.0	?	8.1%	8.4%	?	-1.2
> CCCCCCN1C(=O)C(O)=C(C(C)=O)C1c1ccccc1[N+](=O)[O-] (stereo not given)
    -1.2%	-2.3%	-22.0%	14.0	2.5%[57.1 µM]	-4.6%	2.0%	-0.5%	0.9
> Cc1ccc(O)c(-c2cc(C(F)(F)F)[nH]n2)c1
    -3.2%	2.8%	1.9%	8.8	-10.3%	-2.7%	?	1.2%	-0.3
> CCOC(=O)C1Oc2ccccc2C(c2ccc(F)cc2)=C1C(=O)OC (stereo not given)
    -19.9%	-1.6%	0.0%	-1.1	-5.3%	1.3%	10.2%	12.7%	-0.3
> C[C@@H](c1ccccc1)N1C[C@@H](COCc2ccccc2)Oc2cc(N3CC[C@H](N(C)C)C3)ccc2S1(=O)=O
    9.6%	?	-0.6%	5.5	-2.2%	9.6%	-15.8%	-1.0%	-0.9
> O=C(Nc1ccc(N2CCN(C(=O)C3CC3)CC2)cc1)c1cccs1
    -29.3%	-6.3%	-5.2%	-0.4	-8.1%[57.1 µM]	4.3%	3.8%	16.1%	-0.7
> CN(Cc1ccccc1)C(=O)C(C(=O)c1ccc(F)cc1)n1cc(Cl)ccc1=O (stereo not given)
    -0.9%	12.7%	-3.3%	5.3	-4.3%	0.9%	24.3%	23.1%	-0.1
> Cc1c(CC(=O)N2CCN(C(=O)C3COc4ccccc4O3)CC2)c(=O)oc2cc(O)cc(O)c12 (stereo not given)
    -8.9%	-18.2%	-20.6%	-11.7	-10.2%[57.1 µM]	0.8%	-8.2%	17.8µM*	-2.2
> Cc1ccc(C2=NS(=O)(=O)N(C)C(C(=O)Nc3cc(C)n(CC(=O)N4CCC(C)CC4)n3)=C2)cc1
    -26.4%	0.4%	1.1%	22.9	0.1%	-1.9%	-1.9%	?	-0.6
> Cc1ccc(NC(=O)Cn2nnc(C(=O)NCc3ccco3)c2N)cc1
    -1.9%	-0.2%	-6.6%	4.9	-6.3%	-5.5%	15.0%	34.1%	3.7
> CCOc1ccccc1Nc1nnc(SCC(=O)N(C)C2CCS(=O)(=O)C2)s1 (stereo not given)
    -1.7%	-4.0%	-1.4%	-11.2	5.7%	-2.2%	-9.8%	-0.8%	-0.6
> Cc1cccc(C)c1NC(=O)CNC(=O)c1ccc2c(c1)OCCO2
    -13.4%	7.4%	-1.2%	1.9	-4.3%	-0.5%	3.7%	/	-0.4
> CN(CC1CCCO1)S(=O)(=O)c1ccc(C(=O)Nc2nccs2)cc1 (stereo not given)
    6.3%	-0.1%	1.2%	-0.9	2.1%	-7.6%	2.9%	-8.9%	1.6
> O=C(CN1C(=O)C2CCCCC2C1=O)Nc1cccc([N+](=O)[O-])c1 (stereo not given)
    ?	-1.4%	-10.1%	2.0	-16.8%	4.5%	-2.1%	2.7%	-0.8
> O=C(c1ccco1)N1CCN(S(=O)(=O)c2ccc3c(c2)CCN3C(=O)C2CC2)CC1
    0.0%	9.0%	-4.3%	0.6	-1.9%	0.0%	24.7%	13.1%	-0.4
> N#CCOc1ccccc1/C=C/c1nc2ccccc2c(=O)[nH]1
    10.8%	2.6%	-19.7%	-17.2	-14.0%	2.4%	-11.6%	8.6%	-6.1
> C=CCOC(=O)C1=C[C@H](c2ccc(Br)cc2)C[C@H](OCCCCO)O1
    -3.2%	8.8%	-3.7%	2.0	15.5%	5.3%	5.3%	?	0.4
> CCCN1CNC(=S)N(CC2CCCO2)C1 (stereo not given)
    3.7%	1.2%	-7.8%	6.4	-2.2%	4.5%	-3.9%	-0.4%	0.1
> CCCC(=O)NC(NC1CCS(=O)(=O)C1)C(Cl)(Cl)Cl (stereo not given)
    -5.0%	0.4%	26.7µM*	-7.4	7.7%[57.1 µM]	4.4%	6.5%	-16.6%	0.9
> Cc1occc1-c1nnc(SCC(=O)NCCc2ccccc2)n1Cc1ccccc1
    -4.8%	-2.3%	-9.6%	-5.1	-0.6%[57.1 µM]	-6.1%	-4.6%	31.8%	-2.8
> O=C(NCCCN1CCCCC1)C1CCN(S(=O)(=O)N2CCC3(CC2)OCCO3)CC1
    -24.2%	-0.1%	-0.3%	-1.7	-0.6%	5.1%	2.0%	-4.3%	-0.9
> O=C1NC(NS(=O)(=O)c2ccc(Cl)cc2)(C(F)(F)F)C(=O)N1Cc1cccnc1 (stereo not given)
    -0.7%	-4.7%	-5.2%	1.8	8.8%	1.7%	-13.3%	-0.2%	0.5
> O=C(Cc1csc(Nc2nc(=S)[nH]c3ccccc23)n1)N1CCN(c2cccc(Cl)c2)CC1
    12.9%	-7.4%	-13.2%	-11.1	-6.3%	5.5%	7.6%	15.5%	-0.8
> CN1CCC(OC(=O)c2cccc(Cl)c2)CC1
    -23.7%	-0.6%	-10.7%	1.6	-0.7%	7.6%	-18.2%	2.8%	-1.5
> O=c1oc(-c2ccco2)nc2c1cnn2-c1ccccc1
    2.9%	14.0%	-21.3%	3.3	-30.2%	0.1%	0.8%	-2.9%	0.0

2 compounds drawn at random from those above, as already listed:
Every second line gives: EPAC1 antagonist	aSyn yeast inh	PLK1 PBD inh	PI5P4K alpha inh	WRN helicase inh	EPAC1 ag	Abeta yeast res	FUS suppressor	IL2 activator
> Cc1cccc(C)c1NC(=O)CNC(=O)c1ccc2c(c1)OCCO2
    -13.4%	7.4%	-1.2%	1.9	-4.3%	-0.5%	3.7%	/	-0.4
> O=[N+]([O-])c1cccc(/C=N/n2c(COc3ccccc3)n[nH]c2=S)c1
    -3.5%	22.5%	?	/	-1.9%	9.6%	18.2%	23.9%	0.5

Additional compounds
Every second line gives: EPAC1 antagonist	aSyn yeast inh	PLK1 PBD inh	PI5P4K alpha inh	WRN helicase inh	EPAC1 ag	Abeta yeast res	FUS suppressor	IL2 activator
> CCc1ccc(NC(=O)NCC2CCN(Cc3cccc(Cl)c3)CC2)cc1
    -15.0%	0.2%	-15.7%	-0.1	4.1%	7.2%	1.2%	5.4%	-0.9
> O=C(CSC(=S)N1CCSCC1)c1ccc(Cl)cc1
    -8.4%	1.9%	-8.0%	-3.0	1.5%	11.9%	7.1%	4.2%	0.6
> Cc1c(Cl)c([N+](=O)[O-])nn1CC(=O)NCc1ccco1
    8.8%	2.9%	-2.3%	-7.5	2.9%	-2.5%	12.6%	3.0%	0.2
> CC(OC(=O)/C=C/c1cccc(C(F)(F)F)c1)C(=O)NC1CCCCC1C (stereo not given)
    -3.8%	0.8%	-1.2%	0.8	2.5%	12.9%	6.4%	1.7%	0.0
> Cc1ccc(NC(=O)CN2CCN(Cc3ccccc3)CC2)cc1F
    11.1%	4.7%	-1.3%	2.4	9.6%	2.8%	17.6%	5.1%	-0.2
> CCOc1ccc(NC(=O)c2ccccc2NC(=O)CN(C)CC(=O)Nc2ccc(C)cc2)cc1
    -12.0%	-4.2%	0.8%	8.0	-5.0%	-3.9%	-7.4%	22.9%	-1.0
> Nc1nncn1C(=O)CCCN1C(=O)c2ccccc2C1=O
    0.0%	15.7%	-7.3%	4.4	-7.4%	1.2%	3.4%	13.6%	-1.6
> O=C(COc1ccc(Cl)cc1)Nc1ccc2oc(=O)ccc2c1
    -5.7%	2.1%	-4.8%	1.5	6.7%	-11.8%	-8.4%	11.9%	-1.1
> CCOc1ccc(N2CC(C(=O)NNC(=O)c3ccc(F)cc3)CC2=O)cc1 (stereo not given)
    -1.3%	6.7%	-3.5%	0.5	0.4%	7.6%	1.9%	-20.4%	0.8
> Cc1ccc(Nc2nc(N)nc(CN3CCc4ccccc4C3)n2)cc1
    1.2%	-8.9%	-10.4%	1.9	-1.4%	4.5%	-1.4%	11.5%	-0.3
> CCOc1cc(C(=S)N2CCOCC2)ccc1OC(=O)c1cccc(C)c1
    1.4%	5.2%	-17.6%	12.1	-8.1%	17.2%	-13.4%	40.6%	-0.7
> Cc1csc2nc(NC(=O)c3ccccc3)sc(=O)c12
    1.7%	-7.9%	-2.5%	-3.9	-28.5%	-0.2%	8.4%	-9.9%	-0.2
> O=C(NCCN1CCOCC1)c1cc2ccccc2oc1=O
    -2.9%	-2.7%	2.5%	-5.3	5.3%	0.7%	-4.8%	14.6%	-1.4
> Cc1ccc(Cl)cc1NC(=O)CCS(=O)(=O)c1cccc2nonc12
    2.2%	-3.8%	-20.0%	-9.2	-6.4%	-2.2%	1.7%	7.5%	-1.4
